# Screens (PubChem)
# eIF4E-4G inh: blocks eIF4E binding to eIF4G; P63073+Q04637; TR-FRET eIF4E-eIF4GI(517-606) binding, 2 h; inhibition, % at 21.7 µM; 220,000 tested, 0.37% active; AID 782;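 active = inhibition above about 30%, limit read from the data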;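 also: 0% = full FRET control wells and 100% = background wells lacking eIF4GI fragment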
# Tb hexokinase: blocks Trypanosoma brucei hexokinase 1 activity | recombinant TbHK1, G6PDH-coupled NADH A340 | inhibition, % at 10 µM | 220,000 tested, 0.11% active;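 active = inhibition of 50% or more in the single-dose primary screen; inactive = inhibition below 50%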
# EP2 modulator: modulators of human EP2 prostaglandin E2 receptor. P43116. EP2-expressing cells, cAMP HTRF FRET, PGE2 co-stimulation. induction, % at 25 µM. 260,000 tested, 0.83% active. AID 940;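 active = compounds whose cAMP rise, as percent of the full-agonist control response, exceeds 60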;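 also: rat C6 glioma line stably carrying human EP2 under a CMV promoter; the protocol text gives 20 µM as final concentration; 100% = response of wells given 1 µM PGE2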
# Target sequence (P43116 whole entry, looked up): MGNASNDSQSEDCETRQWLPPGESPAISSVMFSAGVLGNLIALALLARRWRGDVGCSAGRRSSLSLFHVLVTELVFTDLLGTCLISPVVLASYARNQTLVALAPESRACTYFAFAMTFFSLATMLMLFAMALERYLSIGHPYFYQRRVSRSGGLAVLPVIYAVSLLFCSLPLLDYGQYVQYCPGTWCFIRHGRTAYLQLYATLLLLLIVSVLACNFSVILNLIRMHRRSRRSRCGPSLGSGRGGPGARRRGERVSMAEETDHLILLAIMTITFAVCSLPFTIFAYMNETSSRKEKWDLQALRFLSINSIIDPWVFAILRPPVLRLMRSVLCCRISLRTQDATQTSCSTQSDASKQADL
# EP2 antag: blocks the human prostaglandin E2 receptor EP2; C6 glioma cells expressing human EP2, cAMP TR-FRET; cells stimulated with saturating PGE2; 260,000 tested, 0.52% active; P43116; inhibition, % at 25 µM;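 active = percent inhibition above 40 after rounding to a whole number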;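 also: rat C6 glioma host cells with rolipram phosphodiesterase inhibitor present; the protocol text gives 20 µM as final concentration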
# Calpain2 inh: blocks pig calpain II enzyme activity; purified calpain II, fluorogenic peptide substrate, 30 min; inhibition, % at 16 µM; 220,000 tested, 0.37% active; AID 1236;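 active = inhibition above about 50%, limit read from the data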
# 14-3-3 Bad inh: disrupts binding of bovine 14-3-3 zeta to phospho-Bad peptide; TR-FRET 14-3-3zeta/Dy647-pBad peptide displacement, 1 h; inhibition, % at 21.7 µM; 220,000 tested, 0.71% active; AID 781;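 active = inhibition above about 70%, limit read from the data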;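 also: 0% = full 14-3-3 plus peptide FRET controls and 100% = background without 14-3-3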
# Target sequence (P63103 whole entry, looked up): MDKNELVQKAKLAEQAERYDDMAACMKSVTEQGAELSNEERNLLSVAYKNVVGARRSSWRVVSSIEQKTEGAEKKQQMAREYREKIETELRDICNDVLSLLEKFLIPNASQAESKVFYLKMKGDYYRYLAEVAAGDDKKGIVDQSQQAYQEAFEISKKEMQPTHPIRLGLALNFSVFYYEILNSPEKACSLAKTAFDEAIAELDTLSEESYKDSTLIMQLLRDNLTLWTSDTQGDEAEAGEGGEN
# Hck-Nef inh: inhibitors of human Hck kinase activated by Nef. 220,000 tested, 0.68% active. AID 463187. Recombinant Hck-YEEI plus Nef, Z-Lyte FRET kinase assay. inhibition, % at 20 µM. P08631;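 active = Hck-Nef kinase inhibition above about 50%, limit read from the data; inactive = inhibition below that limit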;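 also: 0% = DMSO with Hck plus Nef and 100% = Hck alone without Nef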
# L929 necroptosis: L929 zVAD cell death inhibition | L929 zVAD necroptosis rescue, ATP luminescence, 24 h; with zVAD 60 µM | viability rescue, % at 10 µM | 220,000 tested, 0.38% active;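 active = activation, scaled between plate controls, above about 75%, limit read from the data; inactive = activation under that limit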;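 also: 0% = zVAD with DMSO and 100% = DMSO alone without zVAD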
# Rad51 HR inh: Rad51 (human) homologous recombination inhibition; Q06609; hRad51 DNA strand exchange, fluorescence dequenching; inhibition, % at 10 µM; 200,000 tested, 0.085% active; AID 1385;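 active = inhibition above 40% at the single screening dose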;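 also: 0% = DMSO control wells and 100% = blanks with heterologous ssDNA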
# Target sequence (Q06609 whole entry, looked up): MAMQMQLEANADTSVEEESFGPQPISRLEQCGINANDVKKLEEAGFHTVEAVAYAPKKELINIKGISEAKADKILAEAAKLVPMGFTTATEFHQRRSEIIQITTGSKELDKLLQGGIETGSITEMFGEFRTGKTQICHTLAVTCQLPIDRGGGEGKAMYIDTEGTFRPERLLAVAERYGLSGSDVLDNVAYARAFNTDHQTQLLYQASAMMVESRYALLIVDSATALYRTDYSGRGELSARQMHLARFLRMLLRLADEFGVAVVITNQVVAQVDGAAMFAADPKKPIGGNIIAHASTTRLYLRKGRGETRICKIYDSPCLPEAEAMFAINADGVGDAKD
#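 Test system: preformed human Rad51 ssDNA filaments. Compound dosing: single dose, 10 µM final compound. Incubation: filaments 15 min 37 °C, then compound 30 min. Technique: FRET fluorescence dequenching, excitation 485 nm, emission 520 nm. Read-out basis: percent inhibition from fluorescence, normalised to plate control and blank means. Benchmarks: plate controls and plate blanks.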
# Numbers without * were called inactive; / = no result given; & = joins results of further samples; [ ] = dose if it differs, or a comment. Not all compounds are listed, so the mix of outcomes need not match the whole.
# Values in the order – eIF4E-4G inh, Tb hexokinase, EP2 modulator, EP2 antag, Calpain2 inh, 14-3-3 Bad inh, Hck-Nef inh, L929 necroptosis, Rad51 HR inh
(1) CC(=O)c1c(C)nc(-c2ccc3c(c2)OCO3)n1O
→ 7, -22, 5, 10, -33, -9, 2, 0.6, 0
(2) COC(=O)c1[nH]c(C)c(/C(O)=C2\C(=O)C(=O)N(CCN3CCOCC3)C2c2cccnc2)c1C (stereo not given)
→ 5, -16, 22, 10, 6, 2, 9, 0.5, 5
(3) COc1ccc(-c2nn(-c3ccccc3)cc2/C=N/N2C(=O)CSC2=S)cc1
→ -8[fluorescence artefact?], 5, 14, 8, -140, -23[fluorescence artefact?], 0, -0.4, 5
(4) CC1CCCCN1S(=O)(=O)c1cccc(S(=O)(=O)N2CCOCC2)c1 (stereo not given)
→ 1, -11, -72&-23, 8&11, -37, 1, 8, 0.3, -6
(5) Cc1nc(CSc2ccc(Cl)cc2)cc(N2CCOCC2)n1
→ 1[fluorescence artefact?], 2, 1, 6, -20, -15, 0, -0.2, -22
(6) COc1cc2c(C(=O)N3CCN(c4ccccc4)CC3)c(C)oc2cc1Br
→ 3, -1, -10, 9, 23, 7, 3, 0.1, -8
(7) CCCOC(=O)CCCC[C@H]1SC[C@@H](NC(=O)OC)[C@H]1NC(=O)OC
→ 5[fluorescence artefact?], -2, 20, 6, -1, -6, 0, -0.2, 5
(8) Oc1ccccc1N1CCN(c2ncccn2)CC1
→ 0, -12, 4, 9, -34, 7, 0, 0.5, -4
(9) CCOC(=O)c1cn(CC(=O)Nc2ccc(OC)cc2OC)nn1
→ 0, -4, 18, 4, 16, -6, -6, 2.9, /
(10) O=C(Nc1cccc(-c2cnc3ccccc3n2)c1)c1ccc(Cl)cc1
→ -4, -7, 0, /, 21, -1, -1, 0.3, 5
(11) COc1ccc(CN2C(=O)[C@@H]3C(c4ccccc4Cl)=NO[C@@H]3C2=O)cc1
→ -12, 1, -4, 7, 0, 0, 0, 0.0, -5
(12) COc1cccc(/C=C(\C#N)C(=O)NC2CCS(=O)(=O)C2)c1 (stereo not given)
→ -7, -16, -4, 12, -14, 8[fluorescence artefact?], 4, 0.3, -2
(13) C(=C\c1ccccn1)/c1cccnc1
→ 1, -11, 17, 5, -23, 0, 17, 0.6, 6
(14) Cc1ncsc1C(=O)N1N=C2/C(=C/c3ccc(N4CCOCC4)cc3)CCCC2C1c1ccc(N2CCOCC2)cc1 (stereo not given)
→ -1, -12, -2, 6, -122, 33, 3, 1.1, -9
(15) CCOc1ccccc1Oc1coc2cc(OC(=O)c3ccco3)ccc2c1=O
→ -1, -7, -22, 9, -427, -2, 2, 0.1, 3

# Some of the entries so far, with tabs.
No.	mol	eIF4E-4G inh	Tb hexokinase	EP2 modulator	EP2 antag	Calpain2 inh	14-3-3 Bad inh	Hck-Nef inh	L929 necroptosis	Rad51 HR inh
7	CCCOC(=O)CCCC[C@H]1SC[C@@H](NC(=O)OC)[C@H]1NC(=O)OC	5[fluorescence artefact?]	-2	20	6	-1	-6	0	-0.2	5
8	Oc1ccccc1N1CCN(c2ncccn2)CC1	0	-12	4	9	-34	7	0	0.5	-4

# The results go on.
# Values in the order – eIF4E-4G inh, Tb hexokinase, EP2 modulator, EP2 antag, Calpain2 inh, 14-3-3 Bad inh, Hck-Nef inh, L929 necroptosis, Rad51 HR inh
(16) CN1CCN(CCOC2Cc3ccccc3Sc3ccc(Cl)cc32)CC1 (stereo not given)
→ 6[fluorescence artefact?], 2, -51, 8, -11, 28, 2, 1.7, 8
(17) NNC(=S)Nc1ccc(OC(F)(F)F)cc1
→ -3, -12, -4, 4, 5, -1, 6, 0.0, 4
(18) COc1ccc(OC)c(C(=O)c2coc3ccc(O)cc23)c1
→ 0, 2, -12, 4, 32, 0, 2, 0.4, -4
(19) COc1ccc(Br)c(C(=O)N2CCN(S(=O)(=O)/C=C/c3ccccc3)CC2)c1
→ 2, 1, -13, 3, 19, -18, 21, 1.4, 18
(20) CCCNS(=O)(=O)c1ccc(OCC(=O)Nc2ccccc2F)cc1
→ 0, 2, 0, 7, 1, -5, 1, -0.4, -2
(21) COc1ccccc1/C=C/C=N/n1c(-c2cc(-c3ccccc3)n[nH]2)n[nH]c1=S
→ 1, 11, -12, 5, 6, 3, -16, 0.0, -1
(22) CCCc1nc(SCc2ccccn2)c2c(=O)n(C)c(=O)n(C)c2n1
→ 0, -2, 15, 6, 2, 4, 25, -0.3, -10
(23) CCS(=O)(=O)N1CCN(C(C)CCc2ccccc2)CC1 (stereo not given)
→ 15, 1, 18, 13, -62, 70*, 2, 1.0, -1
(24) c1ccc2c(c1)CC/C2=N/Nc1nc2ccccc2[nH]1
→ 4, -34, -55, 2, 24, -11, 28, 0.4, 8
(25) O=C(c1cc(-c2ccccc2)on1)N1CCCc2ccccc21
→ 2, 2, -12, 10, 0, -1, 19, 6.5, 1
(26) CCOC(=O)c1cc(-c2ccccc2)n(CC(=O)Nc2ccc(OC)c(OC)c2)c1C
→ -2[fluorescence artefact?], -9, 11, 5, -55, -12, 14, 3.5, -3
(27) Cc1nnc(NC(=O)c2ccc(S(=O)(=O)N3CCc4ccccc4C3)cc2)o1
→ -1, -9, 17, 6, -6, -21, -1, 0.0, /
(28) COc1ccc(CSCC(=O)N/N=C/c2ccccc2OCc2ccccc2)cc1
→ -1, 5, 23, 5, -8, -14[fluorescence artefact?], 0, -0.3, -2
(29) NC(=O)CC(NC(=S)NCc1ccccc1)C(=O)O (stereo not given)
→ -2, -5, 28, 9, -41, -9[fluorescence artefact?], 0, 0.5, 4
(30) COc1ccc(Cl)cc1NC(=O)NC(C)c1ccncc1 (stereo not given)
→ 0, 0, -1, 2, 6, -16, -27, -0.3, -2
(31) Cc1ccc(S(=O)(=O)c2c(C)nn(C(C)(C)C)c2OC(=O)C(C)C)cc1
→ -2, 0, -29, 6, 13, -4, 1, 0.3, 12
(32) COc1cc(S(=O)(=O)NCc2ccccn2)c(OC)cc1Cl
→ -1[fluorescence artefact?], -3, 9, 18, -3, 1, 4, -0.5, -3
(33) O=c1cc(CO)oc(CN2CCN(Cc3ccccc3)CC2)c1O
→ -15, -9, 27, 9, -51, -5, 0, 0.1, -10
(34) C=CCOc1ccc(Cl)cc1CNCCCN1CCOCC1
→ -1, -3, 19, 10, -18, 50, 1, 0.0, -5
(35) CCOC(=O)c1cc(-c2ccccc2)n(CCC(=O)O)c1C
→ /, 6, -21, 10, -29, /, -12, -0.5, 0
(36) COc1ccc(Nc2cc(C)nc(N3CCOCC3)n2)cc1
→ 4, -9, 27, 13, 36, 1, 1, 0.4, -2
(37) Cc1ccccc1Cn1cnc2c(NS(C)(=O)=O)c(C)c(C)cc21
→ -9, 3, -17, 12, -8, -6, 1, 0.0, -3
(38) COc1ccc(C(=O)N2CCN(c3nnnn3-c3ccccc3)CC2)cc1OC
→ 0[fluorescence artefact?], 4, 40, 4, -19, -4[fluorescence artefact?], 2, -0.2, -1
(39) COc1cc(-c2nnc(CSc3nnc4nc(C)cc(C)n34)o2)cc(OC)c1OC
→ -4, 9, 11, 7, -84, 3, 1, -0.2, -5
(40) COC(=O)C(C)Sc1nc2c(c(=O)[nH]c(=O)n2C)n1CCCc1ccccc1 (stereo not given)
→ 10, 6, 37, 15, 17, -8[fluorescence artefact?], 1, -0.6, -6
(41) CC(C)(C)C(=O)NNC(=O)CCCOc1ccc(Cl)cc1Cl
→ 2, 0, -14, 11, -7, 12, 2, 0.1, -10
(42) CCOC(=O)C1=C(CN2CCc3ccccc32)NC(=O)NC1c1cc(C)ccc1C (stereo not given)
→ /, -1, /, 6, /, /, 2, 0.1, /
(43) COC(=O)c1sccc1NC(=O)CC1C(=O)NCCN1C(=O)Nc1ccc(C(F)(F)F)cc1 (stereo not given)
→ 3, -13, -56, 8, -31, -1, 20, 1.0, -3
(44) COc1ccc(/C(N)=N/OC(=O)/C=C/c2ccccc2)cc1
→ -3, 0, -5, 3, 11, -21, 24, 3.1, 14
(45) COc1cccc(C(=O)C2CCCN(Cc3cccc(-n4cccn4)c3)C2)c1 (stereo not given)
→ 2, -3, -10, 12, -14, -3, 7, 0.1, /

# Three of the compounds above, as tab-separated lines.
no.	Compound	eIF4E-4G inh	Tb hexokinase	EP2 modulator	EP2 antag	Calpain2 inh	14-3-3 Bad inh	Hck-Nef inh	L929 necroptosis	Rad51 HR inh
29	NC(=O)CC(NC(=S)NCc1ccccc1)C(=O)O (stereo not given)	-2	-5	28	9	-41	-9[fluorescence artefact?]	0	0.5	4
30	COc1ccc(Cl)cc1NC(=O)NC(C)c1ccncc1 (stereo not given)	0	0	-1	2	6	-16	-27	-0.3	-2
31	Cc1ccc(S(=O)(=O)c2c(C)nn(C(C)(C)C)c2OC(=O)C(C)C)cc1	-2	0	-29	6	13	-4	1	0.3	12

# More records follow.
[46] COc1cc(NC(=O)c2ccccc2-c2ccccc2)cc(OC)c1OC
[47] Cc1ccccc1C(=O)NC(=S)Nc1ccc(S(=O)(=O)N(C)c2ccccc2)cc1
[48] O=C(O)CCN1C(=O)CC(N2C(=O)/C(=C/c3ccc(Cl)cc3)SC2=S)C1=O (stereo not given)
[49] Nc1nc(-c2ccccn2)nc(N)c1Cc1c(F)cccc1Cl
[50] Cc1ccc2c(CSc3nnc(C4CC4)n3N)cc(=O)oc2c1C
[51] CCC(=O)N1N=C(c2c(-c3ccccc3)c3cc(Cl)ccc3[nH]c2=O)CC1c1ccco1 (stereo not given)
[52] CCN(CC)c1ccc(C(=O)OCC(=O)N(C(C)C)C(C)C)cc1
[53] O=C(CN1CCN(c2ccccc2Cl)CC1)NC1CCCc2ccccc21 (stereo not given)

assay / compound	46	47	48	49	50	51	52	53
eIF4E-4G inh	-10	-12	-6	-3	-1	-4[fluorescence artefact?]	0	-1
Tb hexokinase	0	-11	-6	8	-18	-7	-22	5
EP2 modulator	-6	-22	36	-33	16	13	-15	11
EP2 antag	6	4	8	5	/	10	4	6
Calpain2 inh	4	16	-6	-20	3	-50	17	10
14-3-3 Bad inh	18	-13[fluorescence artefact?]	-8	-18	-7	6	-3	23
Hck-Nef inh	0	2	10	20	2	10	20	2
L929 necroptosis	0.7	-0.5	0.2	8.1	-0.2	0.3	27	1.6
Rad51 HR inh	11	3	8	6	/	2	6	0

[54] Cc1ccc(C(=O)Nc2nncs2)cc1S(=O)(=O)N1CCOCC1
[55] COc1ccc(C(=O)CN(Cc2ccccc2)C2=NCCS2)cc1
[56] CCCCCCOC(=O)c1ccc(OC(=O)c2cccnc2)cc1
[57] CC(=O)c1cc(C#N)c(SCC(=O)C(C)(C)C)nc1C
[58] CNc1ccccc1C(=O)OCC(=O)c1ccccc1
[59] Cc1nc2ccc(S(=O)(=O)N(C)CC(=O)N3CCc4ccccc4C3)cc2s1
[60] O=C(Nc1ccc([N+](=O)[O-])cc1)c1cc2ccccc2nc1Cl
[61] O=C(COC(=O)c1cc(=O)[nH]c2ccccc12)NC(=O)NC1CCCCC1

assay / compound	54	55	56	57	58	59	60	61
eIF4E-4G inh	-2	1	-8	10	11[fluorescence artefact?]	-3	-10	2
Tb hexokinase	-3	5	-13	-3	-6	-5	-12	-8
EP2 modulator	11	3	26	-14	11	-37	-19	4
EP2 antag	8	10	1	7	7	4	6	12
Calpain2 inh	14	-10	20	10	-19	-12	15	-40
14-3-3 Bad inh	2	-2[fluorescence artefact?]	-3	9	-1[fluorescence artefact?]	0	9	45[fluorescence artefact?]
Hck-Nef inh	0	3	1	5	-2	1	29	1
L929 necroptosis	-0.3	-0.5	-0.3	0.5	6.2	3.4	3.6	1.1
Rad51 HR inh	-2	8	-1	/	-8	-8	2	1
